Compound activity deposited in PubChem by National Center for Advancing Translational Sciences (NCATS).
GAA glycogen mod – qHTS Assay for Inhibitors and Activators of Human alpha-Glucosidase Cleavage of Glycogen | 300,000 compounds, 0.38% hits | recombinant GAA, glycogen substrate, Amplex Red glucose oxidase fluorescence | Potency, µM (highest dose often 76.4 µM), without a hit: at the top dose activity change, negative = inhibition, hits mostly inhibitors; active means well fitted inhibition curve with a large enough effect; inconclusive means small, poorly fitted or top-dose-only effect, or another doubt; inactive means no such curve, though single readings can be large or run the other way;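 further: 0% = full enzyme reaction and -100% = no-enzyme basal signal; the screen sought inhibitors and activators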
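Recombinant human enzyme (4 nM); glycogen substrate; 37 C, 40 min, pH 5.0. Readout: coupled glucose oxidase/Amplex Red fluorescence.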
* marks the source's active call; other numbers are inactive results; & = joins results of further samples; [ ] = another dose, or the depositor's remark. Potency means the concentration at half of the fitted maximal effect.

How did O=C(NCc1ccccc1Cl)C(=O)NCC1OCCCN1S(=O)(=O)c1cccs1 (configuration not stated) do in these assays?
GAA glycogen mod: -1%[76.3 µM]

How did COC(=O)C1=C(C)N(Cc2ccccc2)C(=NCc2cccc(C(F)(F)F)c2)N[C@H]1c1cccc(F)c1 do in these assays?
GAA glycogen mod: -3%&-12%[76.3 µM]

How did Clc1cccc(CNc2nc(-c3cccnc3)nc3ccccc23)c1 do in these assays?
GAA glycogen mod: -4%[76.3 µM]

How did CC(NC(=O)CCc1ccccc1)c1ccc2c(c1)OCO2 (configuration not stated) do in these assays?
GAA glycogen mod: -3%[76.3 µM]

Results for COc1cc(C(=O)O)ccc1OCc1ccncc1 ?
GAA glycogen mod: -1%[76.3 µM]

What do the screens show for `Cc1c(CCC(=O)O)c(=O)oc2cc(OCc3ccccc3Br)ccc12`?
GAA glycogen mod: -1%

Results for CCCOC(=O)C(C)n1cnc2scc(-c3ccc(C)cc3)c2c1=O (configuration not stated) ?
GAA glycogen mod: -13%[76.3 µM]

Results for CN(C(=O)C(=O)c1cn(CC(=O)N2CCCC2)c2ccccc12)C1CCCCC1 ?
GAA glycogen mod: 2%[76.3 µM]

Results for CCOC(=O)C1CCCN(CC(=O)Nc2nc(-c3ccccc3)cs2)C1 (configuration not stated) ?
GAA glycogen mod: -3%[76.3 µM]

How did CC(C(=O)c1ccc(-c2ccccc2)cc1)[n+]1cccc(C(N)=O)c1 (configuration not stated) do in these assays?
GAA glycogen mod: -1%[76.3 µM]

How did CCC/C(O)=C1\C(=O)CC(C)(C)CC1=Nc1cccc([N+](=O)[O-])c1 do in these assays?
GAA glycogen mod: 1%

Results for O=C(NCc1ccc(F)cc1)c1ccc(CS(=O)Cc2ccc(Cl)cc2)o1 (configuration not stated) ?
GAA glycogen mod: 1%[76.3 µM]

Results for CCc1nnc(SCc2nc(-c3cccc(C)c3)oc2C)c2cc3sc(C)cc3n12 ?
GAA glycogen mod: -5%[76.3 µM]

What do the screens show for `CCOC(=O)c1c(-c2ccccc2)csc1NC(=O)c1cc(-c2ccc(C)c(F)c2)on1`?
GAA glycogen mod: -5%[76.3 µM]

What do the screens show for `CC(=O)c1ccc(NC(=O)CN2C(=O)COc3ccc(S(=O)(=O)N4CCCC4)cc32)cc1`?
GAA glycogen mod: -2%[76.3 µM]

What do the screens show for `COc1ccc(OCc2nnc(SCC(=O)NC3CC3)n2C)cc1`?
GAA glycogen mod: 5%[76.3 µM]

What do the screens show for `COC(=O)c1c(-c2cccs2)csc1NC(=O)COc1ccc(C(C)C)cc1`?
GAA glycogen mod: 3%[76.3 µM]

How did CCN(c1ccccc1)S(=O)(=O)c1nnc(NC(=O)c2cccs2)s1 do in these assays?
GAA glycogen mod: 2%[76.3 µM]

What do the screens show for `CCc1cccc(NC(=O)C(c2ccccc2)N2Cc3ccccc3C2=O)c1` (configuration not stated)?
GAA glycogen mod: -9%[76.3 µM]

Results for O=C(N1CCOCC1)N1CCN(S(=O)(=O)c2ccc(F)cc2)CC1 ?
GAA glycogen mod: 4%[76.3 µM]

How did C/C(=N\Nc1nncc2ccccc12)c1ccc(OCC(=O)N(C)C)cc1 do in these assays?
GAA glycogen mod: inconclusive

What do the screens show for `CCn1c(SCc2ccccc2)nc2c1c(=O)[nH]c(=O)n2C`?
GAA glycogen mod: -10%[76.3 µM]

What do the screens show for `CC(=O)c1ccc(NC(=O)C2CCCN(S(=O)(=O)c3cccc4nonc34)C2)cc1` (configuration not stated)?
GAA glycogen mod: 0%

Results for COc1ccccc1-c1nc2c(c(SCC(=O)Nc3ccccc3F)n1)Cc1c(CO)cnc(C)c1O2 ?
GAA glycogen mod: 1%[76.3 µM]

How did CC(C)Cc1nc(N2CCN(C(=O)c3ccco3)CC2)c(C#N)c2c1CCCC2 do in these assays?
GAA glycogen mod: -12%[76.3 µM]

How did Cc1csc(CN(C)C(=O)c2cn(Cc3cccc4ccccc34)nn2)n1 do in these assays?
GAA glycogen mod: -8%[76.3 µM]

How did CCCc1cc(=O)n2[nH]cc(-c3ccc(Cl)cc3)c2n1 do in these assays?
GAA glycogen mod: 9%[76.3 µM]

Results for O=C(CCC(=O)N1CCOc2ccc(Cl)cc21)NCCN1CCOCC1 ?
GAA glycogen mod: -5%[76.3 µM]

What do the screens show for `O=C(NCc1ccc(F)cc1)c1ccc2c(O)c(S(=O)(=O)c3ccccc3)c(=O)[nH]c2c1`?
GAA glycogen mod: 7%[76.3 µM]

What do the screens show for `CC(C)CCN(Cc1ccco1)C(=O)Cn1ncc2c([nH]c3ccccc32)c1=O`?
GAA glycogen mod: -5%[76.3 µM]

Sorted by number of heavy atoms (descending): 5 of the compounds above.
What do the screens show for `CC(C)CCN(Cc1ccco1)C(=O)Cn1ncc2c([nH]c3ccccc32)c1=O`?
GAA glycogen mod: -5%[76.3 µM]

How did Cc1csc(CN(C)C(=O)c2cn(Cc3cccc4ccccc34)nn2)n1 do in these assays?
GAA glycogen mod: -8%[76.3 µM]

Results for O=C(CCC(=O)N1CCOc2ccc(Cl)cc21)NCCN1CCOCC1 ?
GAA glycogen mod: -5%[76.3 µM]

What do the screens show for `CCn1c(SCc2ccccc2)nc2c1c(=O)[nH]c(=O)n2C`?
GAA glycogen mod: -10%[76.3 µM]

How did CCCc1cc(=O)n2[nH]cc(-c3ccc(Cl)cc3)c2n1 do in these assays?
GAA glycogen mod: 9%[76.3 µM]

Next part
Results for COc1ccccc1C(=O)NNC(=O)C1CCN(C(=O)OC(C)(C)C)CC1 ?
GAA glycogen mod: -4%[76.3 µM]

How did CCOC(=O)C1(Cc2ccccc2)CCCN(C(=O)C=C(C)C)C1 (configuration not stated) do in these assays?
GAA glycogen mod: 5%[76.3 µM]

What do the screens show for `CC(C)c1ccc(NS(=O)(=O)c2ccc(-n3cccn3)cc2)cc1`?
GAA glycogen mod: -8%[76.3 µM]

What do the screens show for `CCOc1nc(Nc2ccc(Cl)cc2)nc(OCC)n1`?
GAA glycogen mod: -4%[76.3 µM]

Results for O=C(C1CCCO1)N1CCN(S(=O)(=O)c2ccc(Cl)cc2)CC1 (configuration not stated) ?
GAA glycogen mod: -7%[76.3 µM]

Results for Cc1ccc(Cl)cc1N(CC(=O)N1CCOCC1)S(C)(=O)=O ?
GAA glycogen mod: 15%[76.3 µM]

Results for COc1ccccc1N1CCN(C(=O)c2cc(-c3ccc(C)c(F)c3)on2)CC1 ?
GAA glycogen mod: -7%[76.3 µM]

How did COc1ccccc1CNC(=O)CCCn1nc(C)c2sc3ccccc3c2c1=O do in these assays?
GAA glycogen mod: 1%[76.3 µM]

How did O=C(O)CC(CNC(=O)C1CCCN1C(=O)OCc1ccccc1)c1ccccc1 (configuration not stated) do in these assays?
GAA glycogen mod: 1%

What do the screens show for `O=C(N/C(=C\c1cccc(Br)c1)C(=O)N1CCCCC1)c1ccco1`?
GAA glycogen mod: 1%[76.3 µM]

How did CCN1CCN(C(=O)Cn2c(-c3cccs3)cc3cc(Cl)ccc32)CC1 do in these assays?
GAA glycogen mod: 11%[76.3 µM]

Results for O=C(Cc1ccc(Cl)cc1)NCCCNC(=O)c1cccnc1 ?
GAA glycogen mod: -3%

What do the screens show for `COc1ccc(NC(=S)NC(=O)c2cc3ccccc3o2)c(OC)c1`?
GAA glycogen mod: -4%[76.3 µM]

How did Cc1ccc(Cn2ccsc2=NC(=O)COC(=O)c2ccc(O)cc2O)cc1 do in these assays?
GAA glycogen mod: 0%[76.3 µM]

How did CCOc1cccc2cc(-c3nc4sc5c(c4c(=O)[nH]3)CCC(C(C)(C)C)C5)c(=O)oc12 (configuration not stated) do in these assays?
GAA glycogen mod: 7%[76.3 µM]

How did COc1ccc(CNC(=O)CNC(=O)CNS(=O)(=O)c2ccc(C)c(C)c2)cc1 do in these assays?
GAA glycogen mod: -13%

How did COc1ccc(N2CCN(CCNS(=O)(=O)c3ccc(C)cc3)CC2)cc1 do in these assays?
GAA glycogen mod: 4%

Results for Cc1ccc(NC(=O)C2CCN(S(=O)(=O)c3ccc(N4CCCC4=O)cc3)CC2)cc1Cl ?
GAA glycogen mod: -7%[76.3 µM]

How did C=CCNC(=S)/N=c1/ccccn1Cc1ccccc1 do in these assays?
GAA glycogen mod: inconclusive

Results for CCOc1ccc2[nH]c3c(NCC(C)C)ncnc3c2c1 ?
GAA glycogen mod: 10%

Results for CCCCCc1ccc(-c2cn(Cc3ccc(C(=O)c4ccccc4)cc3)nn2)cc1 ?
GAA glycogen mod: 0%[76.3 µM]

Results for COc1ccc(CCN(C)C(=O)c2cccc(S(=O)(=O)NCc3ccccc3)c2)cc1OC ?
GAA glycogen mod: 1%[76.3 µM]

How did O=c1c2[nH]cnc2n(-c2ccccc2)c(=O)n1Cc1ccccc1 do in these assays?
GAA glycogen mod: 5%

What do the screens show for `CCN(C(=O)COC(=O)CSc1ccc([N+](=O)[O-])cc1)C1CCS(=O)(=O)C1` (configuration not stated)?
GAA glycogen mod: 2%[76.3 µM]

Results for COc1ccc(-c2nnc(SCC(=O)N3CCCC3)o2)c(OC)c1 ?
GAA glycogen mod: 2%

What do the screens show for `CC(NC(=S)Nc1ccc(F)cc1)c1ccccc1` (configuration not stated)?
GAA glycogen mod: -5%[76.3 µM]

What do the screens show for `CCN(CC)c1ccc(/C=C/c2ccc3ccc(OC)cc3[n+]2CC)cc1`?
GAA glycogen mod: -2%

How did CN(C(=O)c1cc(C(=O)N(C)c2ccccc2)cc([N+](=O)[O-])c1)c1ccccc1 do in these assays?
GAA glycogen mod: -6%[76.3 µM]

How did COc1cc(Cl)c(NS(=O)(=O)c2c(C(=O)N3CCCC3)c(C)n(C)c2C)c(OC)c1 do in these assays?
GAA glycogen mod: 9%[76.3 µM]

How did COc1ccccc1CCC(=O)Nc1cccc(S(=O)(=O)N2CCOCC2)c1 do in these assays?
GAA glycogen mod: -3%[76.3 µM]

Results for CC(=O)Nc1ccc(S(=O)(=O)N(C)C2CCN(C)CC2)cc1 ?
GAA glycogen mod: -1%[76.3 µM]

How did Cc1ccccc1OC(C)C(=O)Nc1ccc2c(c1)OCO2 (configuration not stated) do in these assays?
GAA glycogen mod: 4%[76.3 µM]

What do the screens show for `CCCCCc1ccc(CC(=O)N2CCOCC2)cc1`?
GAA glycogen mod: 2%[76.3 µM]

Results for O=C(Nc1cccc(Cl)c1)c1cc2c(=O)n3ccccc3nc2s1 ?
GAA glycogen mod: -11%[76.3 µM]

Results for Fc1ccc(-c2nnn(Cc3ccc(F)cc3Cl)n2)cc1 ?
GAA glycogen mod: -4%

How did O=C(Cn1ccc2ccccc2c1=O)NCCC(=O)N1CCCCC1 do in these assays?
GAA glycogen mod: -25%

How did CC1(C)N=C(N)N=C(N)N1c1ccc(Oc2ccc(Cl)cc2)c(Cl)c1 do in these assays?
GAA glycogen mod: 3%

What do the screens show for `CC(C)(C)CC(=O)Nc1ccc(-c2nnc3n2CCCCC3)cc1`?
GAA glycogen mod: 2%

Results for CC(C)(C)c1ccc(/C=C/C(=O)Nc2cccnc2)cc1 ?
GAA glycogen mod: -7%

How did O=C(NC(=S)Nc1ccc2oc(=O)ccc2c1)c1cccc(Cl)c1 do in these assays?
GAA glycogen mod: 17%[76.3 µM]

What do the screens show for `O=C(NC(=S)N1CCN(c2ccccc2)CC1)c1c(F)cccc1F`?
GAA glycogen mod: 2%[76.3 µM]

Results for CC(C)[C@H](NC(=O)N1c2ccccc2NC(=O)[C@@H]1C(C)C)C(=O)N1CCC(C(=O)O)CC1 ?
GAA glycogen mod: -3%[76.3 µM]

Results for Cc1ccnc(NC(=O)CCNS(=O)(=O)c2ccc(C)c(C)c2)c1 ?
GAA glycogen mod: 0%[76.3 µM]

Results for CN(C)c1ccc(NC(=O)CCN2C(=O)c3cccc([N+](=O)[O-])c3C2=O)cc1 ?
GAA glycogen mod: -4%[76.3 µM]

What do the screens show for `Cc1cc(C)c(S(=O)(=O)N2CCCC(C(=O)NC3CC3)C2)c(C)c1` (configuration not stated)?
GAA glycogen mod: -6%[76.3 µM]

What do the screens show for `CN(C)N1C(N)=C(C#N)C(c2ccc3c(c2)OCO3)C2=C1CC(C)(C)CC2=O` (configuration not stated)?
GAA glycogen mod: 3%

How did CCN(CC)C(=O)C1CCN(C(=O)c2oc3ccc(C)cc3c2C)CC1 do in these assays?
GAA glycogen mod: 0%[76.3 µM]

Results for CCn1c(CN2CCOCC2)nc2cc(NC(=O)c3ccccc3[N+](=O)[O-])ccc21 ?
GAA glycogen mod: 3%[76.3 µM]

What do the screens show for `COc1ccnc2c1c(=O)n(Cc1ccc(Cl)cc1Cl)c(=O)n2C`?
GAA glycogen mod: -2%[76.3 µM]

Results for CCC(OC(=O)c1ccco1)C(=O)NCc1ccc(OC)cc1 (configuration not stated) ?
GAA glycogen mod: 9%[76.3 µM]

How did CC1C(=O)C(C)C(c2ccccc2F)NC1c1ccccc1F (configuration not stated) do in these assays?
GAA glycogen mod: -8%

How did Cc1cccc(C)c1NC(=O)c1oc2c(c1C)-c1nn(Cc3ccccc3)cc1CC2 do in these assays?
GAA glycogen mod: 14%[76.3 µM]

What do the screens show for `O=C(NCC(O)CO)c1csc(Nc2cccc3ccccc23)n1` (configuration not stated)?
GAA glycogen mod: -12%[76.3 µM]

Results for O=C(NCC(O)c1ccc([N+](=O)[O-])cc1)c1cccc(S(=O)(=O)N2CCOCC2)c1 (configuration not stated) ?
GAA glycogen mod: 6%[76.3 µM]

What do the screens show for `CC(=O)Nc1ccc(NC(=O)CCOc2ccccc2C)cc1`?
GAA glycogen mod: 3%

How did CCCCn1c(N)c(N(CC(C)C)C(=O)CCCc2cccs2)c(=O)[nH]c1=O do in these assays?
GAA glycogen mod: -7%[76.3 µM]

How did O=C(CN(CC1CCCO1)C(=O)CNS(=O)(=O)c1ccc(Cl)cc1)NCc1ccco1 (configuration not stated) do in these assays?
GAA glycogen mod: 0%

A portion of the library; rates above refer to the full screens.
